High-throughput results: PubChem BioAssay, The Scripps Research Institute Molecular Screening Center
PAD4 inh – PAD4 (human) enzyme inhibition; Q9UM07; recombinant PAD4, RCA probe fluorescence polarization; inhibition, % at 6.36 µM; hit rate 0.41% among 330,000;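 active = percent inhibition above a cutoff equal to the mean of all tested compounds plus 3 SD, cut at about 15% in these data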;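 also: 0% = PAD4 with RCA probe and DMSO and 100% = probe without PAD4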
PAFAH1B3 inh – PAFAH1B3 (human) inhibition. hit rate 0.28% among 340,000. inhibition, % at 3.39 µM. Q15102. recombinant PAFAH1B3, FP-rhodamine probe, fluorescence polarization;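 active = inhibition above the screen-wide average of all tested compounds plus 3 SD, cut at about 25% in these data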;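 also: 0% = enzyme with DMSO only and 100% = wells lacking PAFAH1B3 protein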
LYPLA1 inh – blocks human lysophospholipase 1, a PME1 counter-screen; recombinant LYPLA1, FP-Rh probe fluorescence polarization; inhibition, % at 5.9 µM; hit rate 0.16% among 320,000;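 active = inhibition above the mean of all tested compounds plus 3 SD, set per campaign, cut at about 14% in these data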;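 also: inhibitors block serine hydrolase probe labeling of LYPLA1 so polarization falls; 0% = enzyme with DMSO and 100% = wells lacking LYPLA1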
PAFAH2 inh – inhibitors of human PAFAH2; Q99487; inhibition, % at 3.39 µM; hit rate 0.99% among 340,000; recombinant PAFAH2, FP-rhodamine activity probe, fluorescence polarization;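 active = inhibition above the mean over all tested compounds plus 3 SD, cut at about 30% in these data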;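 also: inhibitors block probe labeling of enzyme so polarization drops; 0% = enzyme with DMSO and 100% = wells lacking PAFAH2 protein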
Fam108B counter – counter-screen for RBBP9 inhibitors: inhibitors of mouse Fam108B. recombinant Fam108B, FP-Rh probe fluorescence polarization. inhibition, % at 9.51 µM. hit rate 0.33% among 300,000. AID 1947;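 active = inhibition above the screen mean inhibition plus 3 SD, computed separately per campaign, cut at about 18% in these data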;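 also: inhibitors lower polarization as less probe binds the enzyme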
GSTO1 counter – GSTO1 inhibition, counter-screen for RBBP9 inhibitors; inhibition, % at 5.96 µM; recombinant GSTO1, activity-based probe fluorescence polarization; hit rate 1.1% among 300,000;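 active = inhibition above the campaign mean inhibition plus 3 SD, cut at about 35% in these data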;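 also: 0% = GSTO1-1 with DMSO and 100% = wells lacking GSTO1-1 enzyme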
Target sequence (P78417 whole entry, looked up): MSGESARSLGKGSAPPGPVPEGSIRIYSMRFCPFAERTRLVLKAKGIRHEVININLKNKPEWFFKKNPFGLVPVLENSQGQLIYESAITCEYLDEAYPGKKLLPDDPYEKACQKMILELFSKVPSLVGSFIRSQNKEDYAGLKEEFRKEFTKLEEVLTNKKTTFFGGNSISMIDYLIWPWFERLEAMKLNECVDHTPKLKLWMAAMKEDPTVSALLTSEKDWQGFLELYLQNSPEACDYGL
PME-1 primary – blocks human protein phosphatase methylesterase 1; AID 2130; inhibition, % at 5.9 µM; hit rate 0.53% among 320,000; recombinant PME-1, FP-Rh probe fluorescence polarization;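 active = inhibition above the campaign mean of all compounds plus 3 SD, cut at about 26% in these data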;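 also: competitive labeling of PME-1 active site by serine hydrolase directed probe; 0% = PME-1 with DMSO and 100% = wells lacking PME-1 enzyme; inhibitors block probe labeling so polarization falls and inhibition rises; many of its hits are not listed in these tables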
pPAFAH FP inh – pPAFAH (human) enzyme inhibition | recombinant pPAFAH, FP-rhodamine probe fluorescence polarization | AID 463082 | hit rate 1.5% among 330,000 | inhibition, % at 3.39 µM | Q13093;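 active = inhibition above the mean inhibition across the screen plus 3 SD, cut at about 25% in these data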;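 also: inhibitors block binding of the rhodamine activity-based probe so polarization drops; 0% = enzyme with DMSO and 100% = wells lacking pPAFAH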
Target sequence (Q13093 whole entry, looked up): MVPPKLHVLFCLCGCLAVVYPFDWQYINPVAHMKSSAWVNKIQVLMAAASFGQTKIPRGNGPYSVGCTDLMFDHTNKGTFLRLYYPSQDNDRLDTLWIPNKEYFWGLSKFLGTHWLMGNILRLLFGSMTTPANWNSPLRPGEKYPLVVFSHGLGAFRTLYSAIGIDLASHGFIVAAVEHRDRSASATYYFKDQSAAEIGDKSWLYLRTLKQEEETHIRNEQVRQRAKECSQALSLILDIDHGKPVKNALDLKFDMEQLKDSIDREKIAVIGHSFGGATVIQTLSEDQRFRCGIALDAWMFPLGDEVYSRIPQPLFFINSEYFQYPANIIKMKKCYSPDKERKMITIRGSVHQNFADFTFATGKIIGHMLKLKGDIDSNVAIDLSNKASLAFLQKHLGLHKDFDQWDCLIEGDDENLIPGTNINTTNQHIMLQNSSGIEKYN
PAFAH1B2 inh – PAFAH1B2 (human) inhibition | P68402 | recombinant PAFAH1B2, FP-rhodamine activity probe, fluorescence polarization | inhibition, % at 3.39 µM | hit rate 1.2% among 340,000;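 active = inhibition above the mean of all tested compounds plus 3 SD, cut at about 24% in these data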;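 also: 0% = enzyme with DMSO and 100% = wells lacking PAFAH1B2; many of its hits are not listed in these tables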
Target sequence (P68402 whole entry, looked up): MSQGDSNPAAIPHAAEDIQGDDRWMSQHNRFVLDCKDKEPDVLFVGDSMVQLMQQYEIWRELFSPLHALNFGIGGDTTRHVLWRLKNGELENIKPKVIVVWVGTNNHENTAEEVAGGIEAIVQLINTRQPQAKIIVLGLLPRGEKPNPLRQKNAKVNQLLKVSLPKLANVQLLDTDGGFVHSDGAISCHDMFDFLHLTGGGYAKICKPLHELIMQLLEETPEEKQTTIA
An asterisk follows results filed as active; . = not tested or not shown. An excerpt (hit frequency here may not be typical).

SMILES | PAD4 inh | PAFAH1B3 inh | LYPLA1 inh | PAFAH2 inh | Fam108B counter | GSTO1 counter | PME-1 primary | pPAFAH FP inh | PAFAH1B2 inh
Cc1nn(-c2nc3ccccc3s2)c(N)c1Sc1ccc(F)cc1 | 1 | 7 | 3 | -5 | -1 | 1 | -1 | 0 | 3
O=C(CCC1CCCN(C(=O)c2ccc3c(c2)OCO3)C1)N1CCN(c2ccccn2)CC1 (centres undefined) | 4 | 5 | 1 | -3 | -1 | 8 | 9 | 27* | 3
Cc1oc(-c2ccccc2)nc1CS(=O)CC(=O)N1CCc2ccccc2C1 (centres undefined) | -1 | 9 | 4 | 1 | 2 | 0 | -2 | 3 | 7
Cc1ccccc1C(=O)NC(=S)NCC(=O)c1ccccc1 | -2 | 5 | 4 | 11 | 3 | 0 | -2 | 9 | 2
Cc1ccc(C(=O)CCNc2cccc(Br)c2)o1 | -1 | 6 | -2 | 1 | -3 | -3 | 4 | 6 | 5
O=C(NCc1cccnc1)c1cnn2ccccc12 | -3 | 8 | -3 | -3 | 1 | 0 | -1 | 1 | 11
O=C(CCn1c(=S)[nH]c2ccccc2c1=O)N1CCOCC1 | 4 | 6 | 1 | 4 | 0 | 10 | -9 | -1 | 3
COc1cc(-c2n[nH]c(=S)n2/N=C/c2cccn2C)cc(OC)c1OC | 3 | 6 | 0 | 2 | 1 | -10 | 0 | 7 | -2
CN(C)CCC#CC1(O)c2ccccc2-c2ccccc21 | -3 | 3 | 6 | 2 | 1 | 1 | 3 | 3 | 4
O=C(CSc1nc(=O)[nH]c2c1CCCC2)Nc1cc(C(F)(F)F)cc(C(F)(F)F)c1 | 0 | 6 | -1 | 3 | -3 | 8 | 2 | 7 | 6
CCCCNc1c(-c2ccc(SC(C)CC)c(OC)c2)nc2ccc(C)cn12 (centres undefined) | -6 | 10 | -3 | 4 | 11 | -2 | 1 | 23 | 8
COCCNC(=O)CN(C(=O)CCC(=O)Nc1cc(C)on1)c1ccccc1C | -7 | -1 | -1 | -2 | -1 | 2 | -2 | 0 | 0
COC(=O)CNC(=O)COC(=O)/C=C/c1ccc(F)cc1 | -2 | 0 | -3 | -2 | 0 | 5 | -3 | 3 | -2
C/C(=N\NC(=S)Nc1c(C)cccc1C)c1ccc(OC(F)F)cc1 | 5 | 4 | -2 | 4 | -1 | 0 | 2 | 1 | 4
O=C(CCSCc1ccccc1)Nc1ccc2c(c1)OCCO2 | -2 | 1 | 0 | 5 | -1 | 8 | -6 | 7 | -4
COc1ccc(C(=O)NCC(C)C)c(OC)c1 | -1 | 1 | 0 | -5 | 1 | -1 | -4 | 2 | -2
COc1ccc(OC)c([N+](=O)[O-])c1C(N)=O | -7 | 11 | 1 | 0 | 3 | 19 | -1 | 9 | 5
CCN(c1ccccc1)S(=O)(=O)c1cc2c(cc1C)NC(=O)CO2 | 0 | -2 | 0 | 2 | -1 | 12 | -1 | 2 | 22
Cc1cccc(N2CCN(C(=O)c3noc4c3COc3ccc(C)cc3-4)CC2C)c1 (centres undefined) | 1 | -4 | 0 | -3 | 3 | 0 | -3 | 2 | 3
O=C(NCC1(N2CCOCC2)CCCCC1)c1cccc(S(=O)(=O)N2CCc3ccccc3C2)c1 | -2 | 3 | 0 | -6 | -2 | 2 | -1 | 4 | 5
O=C(Cn1cc(C(F)(F)F)ccc1=O)N1CCCc2ccccc21 | -3 | -1 | . | 0 | . | . | . | 2 | 6
CCn1c(C(=O)N2CCCC(C(=O)NCCCc3ccccc3)C2)cc2sccc21 (centres undefined) | 3 | 10 | -5 | 9 | -1 | 7 | 9 | 3 | -3
COc1cc(C)c(Br)cc1S(=O)(=O)NCc1ccncc1 | 0 | 4 | 2 | 7 | -2 | 1 | 0 | 11 | 4
Cc1nn(Cc2ccccc2)c(C)c1CNC(=O)[C@H](C)N=C1NS(=O)(=O)c2ccccc21 | 4 | -1 | -2 | -2 | . | . | 3 | -2 | 4
Cc1cc(C)c(S(=O)(=O)c2cccc(C)c2C)c(=O)[nH]1 | 0 | -7 | 0 | 2 | -4 | 2 | -2 | 0 | 0
CCN(CC)S(=O)(=O)c1ccc(NN=C2CCN(C)CC2)c([N+](=O)[O-])c1 | 0 | 3 | 1 | 9 | 0 | 16 | 2 | 2 | 5
COC(=O)c1cc(Cl)cc(Cl)c1OS(=O)(=O)N(C)C | -1 | 9 | -4 | 1 | 0 | -3 | 4 | -1 | 1
CCCC(C1=C(O)CC(C)(C)CC1=O)C1C(=O)CC(C)(C)CC1=O (centres undefined) | 0 | 6 | 10 | -1 | 2 | -4 | 1 | 3 | 5
OCC[C@H]1C[C@H](O)[C@@H](O)[C@@]2(OCCCc3ccccc32)O1 | 2 | 2 | -4 | 2 | 1 | 5 | -2 | 0 | 11
O=C(O)c1c2c(nc3ccc(S(=O)(=O)N4CCC(C(=O)NCc5ccc(Cl)cc5)CC4)cc13)CCCC2 | -2 | 1 | -2 | 14 | 3 | 2 | -6 | 13 | 4
O=C(Nc1ncccc1Cl)c1ccccc1F | 2 | 9 | -3 | 10 | 1 | 0 | 2 | 2 | 1
CCOC(=O)C1(C)NC(c2ccccc2F)C2C(=O)N(c3cccc(C(C)=O)c3)C(=O)C21 (centres undefined) | 3 | 6 | 0 | -3 | -4 | 5 | -3 | 4 | -3
CCOC(=O)C(=NCCCN(C)C)NNc1ccc(Br)cc1 | -5 | -7 | 8 | 3 | 4 | 6 | -2 | 8 | -5
O=C(NCC1CCCN(C(=O)CN2CCCCC2)C1)c1ccccc1Cl (centres undefined) | 0 | 2 | 1 | -7 | -1 | -4 | -5 | 1 | -1
CC(=O)N1CCN(C(=O)c2ccc(Cl)c(S(=O)(=O)N3CC(C)OC(C)C3)c2)CC1 (centres undefined) | 1 | 6 | . | 5 | . | . | . | 3 | 1
NC(=O)c1cc2cc(Br)ccc2oc1=NCc1ccccc1 | 8 | -4 | -1 | 5 | 3 | 2 | 1 | 3 | -2
Cc1ccc(-n2c(SCC(=O)Nc3ccc(Cl)cc3)nc(O)cc2=O)cc1 | 2 | 0 | -11 | 2 | -7 | -2 | -12 | 2 | 0
C#CCOCCOCCOCCNc1nc(N2CCN(C(=O)CCCCCCCCCCNC(=O)[C@H](CCCCN)n3cc(C)nn3)CC2)nc(N2CCN(C(=O)CCCCCCCCCCNC(=O)[C@H](CCCCN)n3cc(CCCC(=O)O)nn3)CC2)n1 | 3 | 2 | -1 | -14 | 2 | -1 | -2 | -1 | 0
Cc1cc(C)nc(NS(=O)(=O)c2ccc(N/C=C\C(=O)c3ccc(Cl)cc3)cc2)n1 | -3 | -3 | -6 | -3 | -13 | -5 | 2 | 2 | -3
O=C(c1ccccc1F)N1CCN(c2cccc(C(F)(F)F)c2)CC1 | 2 | 9 | -2 | -3 | -1 | 3 | -7 | 1 | 2
CCOC(=O)c1c(NC(=S)Nc2ccccc2)sc(C)c1C | -1 | 5 | -5 | -3 | 5 | -2 | -4 | -3 | -5
COc1ccc(NC(=S)NCCc2c(C)[nH]c3ccc(OC)cc23)cc1 | 8 | 8 | -2 | 6 | 2 | 8 | 8 | 1 | 0
COc1cc(/C=N\NC(=O)c2ccc(=O)[nH]n2)cc(OC)c1OC | 6 | -3 | -3 | -6 | 0 | 0 | 4 | 3 | 4
CC(CN1CCCCC1)OC(=O)/C=C/c1ccccc1 (centres undefined) | 1 | 5 | 0 | -7 | 2 | 2 | 6 | 3 | -4
CC1=C(C(N)=O)C(c2ccccn2)n2nc(SCc3ccccc3)nc2N1 (centres undefined) | 0 | -5 | 0 | -4 | 1 | -3 | 12 | 1 | 7
Cc1nc2scc(-c3cccs3)c2c(=O)n1N | 2 | 4 | -1 | 2 | 8 | 4 | -4 | -3 | 6
O=C(Nc1cc(C(F)(F)F)ccc1N1CCCC1)C1CCCO1 (centres undefined) | 2 | 12 | 0 | 8 | . | . | 4 | 4 | 6
Cc1ccccc1OCCC(=O)OCC(=O)NCCNC(=O)COC(=O)CCOc1ccccc1C | -1 | 4 | -3 | 5 | -2 | 3 | -2 | 18 | 8
COCCn1c(SCC(=O)N2CCOCC2)nnc1-c1ccco1 | 5 | -3 | 5 | -2 | -2 | 1 | -5 | 8 | 0
CCC(=O)Nc1nc(-c2ccc3c(c2)OCCO3)cs1 | 1 | -3 | 4 | -10 | 2 | 8 | -3 | 1 | 0
CCN(CC)c1ccc(NC(=S)NCC2CCCO2)cc1 (centres undefined) | -10 | 0 | -2 | -1 | 4 | 6 | 2 | 3 | 5
COc1ccc(NC(=S)NN2CCOCC2)cc1OC | 1 | 8 | 2 | 2 | 4 | 15 | 0 | 4 | 2
COCCN=C(NS(=O)(=O)c1cccs1)c1ccccc1Cl | -2 | 3 | . | 6 | . | . | . | 3 | 3
C[C@]12CC[C@@H]3c4cc(O)c(O)cc4CC[C@H]3[C@@H]1CC[C@@H]2O | -1 | 0 | -3 | -3 | -1 | 42* | -4 | -2 | 0
COc1ccc(NC(=O)CN(C)C(=O)c2sc3cc(Cl)ccc3c2Cl)cc1 | 3 | 4 | 0 | 5 | 2 | 1 | 7 | 7 | 3
Cc1ccc(C(=O)NNC(=O)c2ccncc2)cc1C | 2 | 2 | 1 | 0 | -1 | -2 | 1 | -1 | -6
CC(C)N=C(Nc1ccccc1)c1cccnc1 | -5 | 6 | 0 | 1 | 0 | 4 | 1 | 0 | 4
CCOC(=O)c1c(NC(=O)CSC(=S)N2CCOCC2)sc(C)c1C | 1 | 2 | 0 | -2 | 2 | 2 | 4 | 2 | 7
COc1ccc(CNS(=O)(=O)c2cc(-c3cc(C)no3)ccc2OC)cc1OC | 2 | -6 | -2 | 7 | 8 | 3 | 3 | 0 | 1
O=C1NC(=O)/C(=C/c2ccc(OS(=O)(=O)c3ccc(F)cc3F)cc2)N1 | 7 | . | -2 | . | 0 | 16 | 0 | -3 | .

Ordered by the number under pPAFAH FP inh (ascending): three of the compounds above
SMILES	pPAFAH FP inh
Cc1ccc(C(=O)NNC(=O)c2ccncc2)cc1C	-1
COc1ccc(CNS(=O)(=O)c2cc(-c3cc(C)no3)ccc2OC)cc1OC	0
O=C(Cn1cc(C(F)(F)F)ccc1=O)N1CCCc2ccccc21	2

Further compounds:
SMILES | PAD4 inh | PAFAH1B3 inh | LYPLA1 inh | PAFAH2 inh | Fam108B counter | GSTO1 counter | PME-1 primary | pPAFAH FP inh | PAFAH1B2 inh
CCn1c(COc2ccccc2)nnc1SCC(=O)Nc1cc(C)ccc1OC | 0 | 6 | -1 | 1 | -3 | 4 | -3 | -4 | 4
COc1ccc(C(=O)NC(=S)NC2CCCCC2)cc1 | -1 | 8 | -2 | -3 | 7 | -3 | 1 | 6 | 2
CCN(CC)C(=O)C1CCN(S(=O)(=O)c2ccc(-n3cnnn3)cc2)CC1 | -3 | 10 | 2 | -5 | 0 | 9 | -1 | 7 | 9
Cc1cc(C)c2nc(NNC(=O)c3cc(-c4cccs4)nc4ccccc34)sc2c1 | -3 | 8 | -9 | -10 | -7 | -3 | -8 | 0 | -1
O=C(Nc1nc2ccccc2[nH]1)c1ccc(F)c(S(=O)(=O)N2CCOCC2)c1 | -3 | 3 | -1 | -1 | -2 | 2 | -11 | -4 | 5
COc1cc(C(C(=O)NC2CCCC2)N(C(=O)Cc2cccs2)C2CC2)cc(OC)c1OC (centres undefined) | -8 | 7 | 1 | 2 | -1 | 6 | 2 | 1 | 3
